Growth percent in the NCI-60 one-dose screen (48 h, 10 µM unless noted): 100 = growth as untreated, 0 = no growth, -100 = all killed.
COLO 205: COLO 205 colon cancer. AID 1794742. 79,000 compounds, 7.3% hits
KM12: KM12 colon cancer cells; 82,000 compounds, 5% hits; AID 1794800
HT29: HT29 colon cancer | 81,000 compounds, 7.4% hits
SW-620: SW-620 colon cancer; AID 1794795; 82,000 compounds, 5.2% hits
HCT-116: HCT-116 colon cancer. 82,000 compounds, 7.3% hits. AID 1794798
HCT-15: HCT-15 colon cancer. 82,000 compounds, 5.2% hits. AID 1794746
IGROV1: IGROV1 ovarian cancer | 79,000 compounds, 4.7% hits | AID 1794786
OVCAR-4: OVCAR-4 ovarian cancer cells | 80,000 compounds, 3.7% hits | AID 1794784
SK-OV-3: SK-OV-3 ovarian cancer cells | 80,000 compounds, 3.2% hits | AID 1794785
* = called active by the depositor; nt = not tested or not shown; & = joins results of further samples; [ ] = remark or other dose. Rule for the calls: active = growth percent below 10; inactive = the rest.

Structure	COLO 205	KM12	HT29	SW-620	HCT-116	HCT-15	IGROV1	OVCAR-4	SK-OV-3
NC(=S)c1ccc[n+]([O-])c1	108&103	104&101	105&108	97&101	97&101	111&107	95&103	106&106	107&100
COc1ccc(-c2nc3n[nH]c(Nc4ccccc4)c3c(=O)[nH]2)cc1OC	107	92	103	108	96	113	111	100	100
CC[C@@H](CO)NCCN[C@@H](CC)CO	115	112	100	106	104	101	106	116	112
COC(=O)C1SCCCS1	113	nt	102	116	105	99	98	108	102
C=C1C(=O)O[C@H]2[C@H]1CC/C(COC(=O)NCc1ccc(OC)c(OC)c1)=C\CC[C@@]1(C)O[C@@H]21	8.3*	91	29	14	7.2*	51	61	42	101
O=Cc1ncc(-c2ccc(C(F)(F)F)cc2)c(NC2CCCCCC2)n1	-60*[100 µM]	-88*[100 µM]	-81*[100 µM]	-44*[100 µM]	-94*[100 µM]	-79*[100 µM]	-68*[100 µM]	-74*[100 µM]	-14*[100 µM]
CN(C)C1CCCC/C=C\C(=O)NC1 (stereo not given)	112	105	112	109	120	107	110	115	103
O=C(O)C1=C(C2CCCCC2)C(=O)c2ccccc21	129	110	109	118	110	105	127	108	104
Fc1ccc(NC(=S)NN=C(c2ccccc2)c2ccccc2)cc1	120	107	103	110	103	111	87	99	118
CC/C(=C(/c1ccc(O)cc1)c1ccc(OCCN2CCCCCC2)cc1)c1ccc(OC)cc1	97	83	79	87	98	82	107	105	94
CNc1sc(S(=O)(=O)c2ccc(C)cc2)nc1S(=O)(=O)c1ccc(C)cc1	123	104	121	99	98	92	107	91	112
C=Cc1cc[n+](CCCCCCCCCCCC)cc1	118	104	99	100	98	110	104	133	144
COc1cc(C2C=C(C)N=C3SC(C)=NN32)cc(OC)c1OC (stereo not given)	96	102	102	112	106	96	101	104	92
COc1ccc(/C=C2\Oc3cc(OCCN4CCCC4)ccc3C2=O)cc1OC	93	84	65	91	75	96	98	95	nt
O=C(Nc1ccc(Cl)cc1)NC1CCCCC1	100	102	98	93	92	96	113	109	113
CN(C)c1ccc(C(=O)c2ccc([N+](=O)[O-])cc2)cc1	117	99	101	104	97	102	116	109	106
O=S(=O)(c1ccccc1)n1cc2c(c1)-c1nc(Nc3ccccc3)sc1CC2	102	67	80	82	70	70	74	61	108
Cc1ccc(OCC(=O)Nc2ccc(Oc3ccccc3)cc2)c([N+](=O)[O-])n1	94	94	95	97	70	95	nt	77	72
CC(=O)C1=C(C)NC(C)=C(C(C)=O)C1C	108	107	102	101	109	103	111	112	106
C/C=N\C(N)=S	107	106	109	110	106	104	103	101	113
CCCN1C(=O)N(CCC)C2C1NN=c1s/c(=C\C(=O)OCC)c(=O)n12 (stereo not given)	129	101	128	127	97	103	118	105	116
CCC(c1ccc(O)cc1)C(CC)c1ccc(-c2ccccc2)cc1 (stereo not given)	103	95	94	103	99	97	96	105	102
O=c1cc(Cn2cc(CSc3nc4cc(Cl)ccc4o3)nn2)c2ccccc2o1	118	112	112	113	106	110	108	112	95
COc1c(O[C@@H]2OC(C)[C@@H](O)[C@H](O)C2O)cc2oc3cc(O[C@@H]4OC(C)[C@@H](O)[C@H](O)C4O)c(CC=C(C)C)c(O)c3c(=O)c2c1CC=C(C)C (stereo not given in full)	68	71	79	82	52	102	97	102	101

A section from the list above, for reference:
Structure	COLO 205	KM12	HT29	SW-620	HCT-116	HCT-15	IGROV1	OVCAR-4	SK-OV-3
C/C=N\C(N)=S	107	106	109	110	106	104	103	101	113
CCCN1C(=O)N(CCC)C2C1NN=c1s/c(=C\C(=O)OCC)c(=O)n12 (stereo not given)	129	101	128	127	97	103	118	105	116
CCC(c1ccc(O)cc1)C(CC)c1ccc(-c2ccccc2)cc1 (stereo not given)	103	95	94	103	99	97	96	105	102
O=c1cc(Cn2cc(CSc3nc4cc(Cl)ccc4o3)nn2)c2ccccc2o1	118	112	112	113	106	110	108	112	95
COc1c(O[C@@H]2OC(C)[C@@H](O)[C@H](O)C2O)cc2oc3cc(O[C@@H]4OC(C)[C@@H](O)[C@H](O)C4O)c(CC=C(C)C)c(O)c3c(=O)c2c1CC=C(C)C (stereo not given in full)	68	71	79	82	52	102	97	102	101

Next section
Structure	COLO 205	KM12	HT29	SW-620	HCT-116	HCT-15	IGROV1	OVCAR-4	SK-OV-3
CCOC(=O)C1=C(C)N=C2Sc3ccccc3N2C1c1cn[nH]c1-c1ccc(F)cc1 (stereo not given)	89	94	85	100	98	89	103	113	72
O=C(c1ccccc1)c1c(/C=C/c2ccccc2)nc2ccccc2c1/C=C/c1cccs1	107	99	96	97	83	99	91	95	93
COc1ccc(-c2nc3cc(C(=O)NC4CCCCC4)ccc3n2C2CCCCC2)cc1	74	69	38	101	87	21	101	87	99
Cn1c(=O)c(S(=O)(=O)c2ccccc2)cc2ccc3c(cnn3-c3ccc(Cl)cc3)c21	100	89	79	90	64	73	96	39	70
CCOC(=O)c1c(OC)ccc2ccccc12	116	111	102	109	112	100	113	111	108
CC(=O)c1c(C)[nH]c2c1c(-c1ccccc1)nc1ccccc12	90	95	93	89	97	85	91	79	97
NC(=S)Nc1nnc(SCC(=O)Nc2ccc3oc(=O)ccc3c2)s1	103	99	97	80	94	99	88	105	91
N#Cc1c(NC(=O)N2CCOCC2)n(-c2ccc(OC(F)(F)F)cc2)c2cc(F)ccc12	108	93	90	110	81	95	105	87	120
CN(C)CCNC(=O)c1cc2c3ccccc3[nH]c2c2ncccc12	22	67	46	26	22	64	45	75	66
Cn1c(=O)[nH]c2nc(SC/C(=N/O)c3ccc(Br)cc3)[nH]c2c1=O	nt	109	106	96	109	98	106	102	nt
CC(=O)N(C(C)=O)c1ccc2c(c1)Cc1ccccc1-2	119	98	93	105	99	105	104	98	111
CCOC(=O)/C=C(C)/C=C/C1=C(C)CCCC1(C)C	90	99	86	98	88	99	98	106	98
CCOC(=O)Oc1c(OC)cc(C(=O)O[C@@H]2C[C@@H]3CN4CCc5c([nH]c6cc(OC)ccc56)[C@H]4C[C@@H]3[C@H](C(=O)OC)[C@H]2OC)cc1OC	89	40	37	48	1.6*	44	82	95	92
COc1ccc(C/C(C)=C(\c2ccc(Cl)cc2)c2ccc(OCCCN(C)C)cc2)cc1	-67*	69	14	61	60	27	63	93	99
COc1ccc(/C=N/OCC(O)CN2CCC(O)CC2)cc1OC1CCCC1 (stereo not given)	nt	109	104	104	90	109	107	100	nt
CCOC(=O)C1=C(C)N=C2SC=C(c3ccccc3)N2[C@H]1c1cn(-c2ccccc2)nc1-c1ccccc1	86	71	76	79	69	60	nt	76	86
CCOC(=O)c1c(C)nc2ccccc2c1/C=C/c1ccc(Cl)cc1	77	73	68	87	54	74	56	61	75
CC(C)=CCc1c2c(c3occ(-c4ccc(O)cc4)c(=O)c3c1O)C=CC(C)(C)O2	58	67	28	73	30	80	63	57	111
CCCCC1COc2cccc3c2N1C=C/C3=C\C(=O)N(C)c1ccc(Cl)cc1 (stereo not given)	111	102	111	101	92	97	89	84	nt
CCCC(=O)NC(c1ccc2c(c1)OCO2)c1ccc2cccnc2c1O (stereo not given)	8.6*	31	25	26	12	35	5.5*	14	15
Cc1nc2sc(C(=O)Nc3ccccc3)c(N)c2cc1C(C)O (stereo not given)	7.0*	26	2.0*	26	30	28	40	65	31
C=C1C(=O)O[C@H]2[C@H]1CC/C(COC(=O)/C=C/c1c[nH]c3ccccc13)=C\CC[C@@]1(C)O[C@@H]21	-69*	-52*	-84*	-75*	-84*	-65*	-70*	-92*	51
CCCOCc1cn[nH]n1	111	106	105	109	107	106	113	110	109
CCN1C(=O)N(CC)C2C1NN=C1SC3(C(=O)N12)C(c1ccccc1)CN(C)C31C(=O)Nc2ccccc21 (stereo not given)	112	85	90	88	97	82	100	104	97
COc1cc(C2=Nc3c(N)ncnc3NC(c3cccc(Nc4ccnc5cc(C(F)(F)F)ccc45)c3)C2)cc(OC)c1OC (stereo not given)	85	71	59	84	43	56	71	81	91
Cc1ccc2oc(-c3ccccc3)c(O)c(=O)c2c1	103	44	113	65	44	23	nt	71	nt
Cc1cc(Nc2nc(-c3cn(-c4ccc(Cl)cc4)nn3)nc3ccccc23)n[nH]1	86	22	79	79	48	34	40	37	14
CCOC(=O)c1c(NC(=S)NC)sc2c1CCCC2	nt	98	102	93	95	102	100	101	101
COC(=O)[C@@H]1CCCN1C(=O)[C@@H]1CCCN1C(=O)[C@H](Cc1ccccc1)NC(=S)Nc1cc(C(F)(F)F)cc(C(F)(F)F)c1	83	45	75	93	69	76	108	78	98
O=C1Cc2ccccc2C(=O)O1	123	115	109	105	98	110	114	112	114
Cc1ccc(S(=O)(=O)NC(=O)NCc2ccco2)cc1	107	105	98	99	104	98	107	nt	106
O=CNc1ccccc1Cl	105	110	103	103	98	94	nt	102	94
CCCCCCCCNC(=O)[C@@H](N)CSCOC(C)=O	109	38	89	85	93	100	103	112	95
O=C(Nc1ccc(N2CCNCC2)cn1)c1[nH]ncc1Nc1ncnc2sc3c(c12)CCC3	23	53	-42*	-76*	-75*	-86*	78	-54*	80
O=C1c2ccccc2N=C(N/N=C/c2ccncc2)[C@@H]2CCCN12	112	103	112	100	100	105	100	105	105
N#CCc1ccc(Cl)c(Cl)c1	102	105	119	100	103	101	113	117	104
C=C(C)[C@@H]1CC[C@]2(C(=O)NCC(=O)OC)CC[C@]3(C)[C@H](CC[C@@H]4[C@@]5(C)CCC(=O)C(C)(C)[C@@H]5CC[C@]43C)[C@@H]12	nt	54	53	39	23	41	71	62	58
CCn1cc(C(=O)N/N=C(\C)c2cccnc2)c(=O)c2ccc(C)nc21	105	91	95	88	85	89	97	94	94
O=C1/C(=C\c2cn(-c3ccccc3)nc2-c2cccc([N+](=O)[O-])c2)CCc2ccccc21	112	98	103	92	92	103	83	91	95
O=C(Cc1ccc(/C=C/C(=O)c2ncc[nH]2)cc1)Nc1cc(F)c(F)c(F)c1	65	25	18	13	16	12	56	73	103

Filtered by structure, those above containing a CF3 group (four)
Structure	COLO 205	KM12	HT29	SW-620	HCT-116	HCT-15	IGROV1	OVCAR-4	SK-OV-3
O=Cc1ncc(-c2ccc(C(F)(F)F)cc2)c(NC2CCCCCC2)n1	-60*[100 µM]	-88*[100 µM]	-81*[100 µM]	-44*[100 µM]	-94*[100 µM]	-79*[100 µM]	-68*[100 µM]	-74*[100 µM]	-14*[100 µM]
N#Cc1c(NC(=O)N2CCOCC2)n(-c2ccc(OC(F)(F)F)cc2)c2cc(F)ccc12	108	93	90	110	81	95	105	87	120
COc1cc(C2=Nc3c(N)ncnc3NC(c3cccc(Nc4ccnc5cc(C(F)(F)F)ccc45)c3)C2)cc(OC)c1OC (stereo not given)	85	71	59	84	43	56	71	81	91
COC(=O)[C@@H]1CCCN1C(=O)[C@@H]1CCCN1C(=O)[C@H](Cc1ccccc1)NC(=S)Nc1cc(C(F)(F)F)cc(C(F)(F)F)c1	83	45	75	93	69	76	108	78	98

Next compounds:
Structure	COLO 205	KM12	HT29	SW-620	HCT-116	HCT-15	IGROV1	OVCAR-4	SK-OV-3
CCCCCCCn1c(=O)c2c(nc(NCCc3ccc(OC)c(OC)c3)n2C)n(C)c1=O	104	97	92	99	70	91	86	66	91
CN1CCN(c2ccc(-c3ccc4ncc(C#N)c(Nc5ccc(F)c(Cl)c5)c4c3)cn2)CC1	57	81	37	53	33	13	8.5*	52	26
COc1cc2c(c(OC)c1OC)c(=O)c1ccc(OC)c(OC)c1n2C	85	99	56	97	nt	93	108	104	68
COc1ccc(/C=C2\N=C(c3ccccc3)OC2=O)cc1OC	126	114	109	nt	104	102	115	nt	114
O=C(O)C(=O)Cc1ccccc1[N+](=O)[O-]	108	114	112	118	114	107	94	112	103

Assay outcomes (PubChem BioAssay)
